BAZ2B block: BAZ2B (human) inhibition. AlphaScreen BAZ2B-H3K14Ac peptide displacement. Potency, µM (doses to about 114 µM), inactives show at the highest dose activity change, negative = inhibition, actives largely listed as inhibitors. 360,000 tested, 4.4% active; also: potency is read from the fitted curve at half-maximal effect; % is scaled to controls: 0 for no effect and ±100 for the full control effect; nearly all actives have a fitted effect of over 60% in size
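Complex of BAZ2B and biotin-H3K14Ac (50 nM apiece) forms over 30 min at RT, then faces library compounds up to 110 uM for another 30 min; AlphaScreen beads added, 20 min dark incubation, luminescence read.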
12-LOX inh: ALOX12 (human) lipoxygenase inhibition; P18054; purified 12hLO, xylenol orange hydroperoxide absorbance; Potency, µM (top dose mostly 108 µM), without a hit: top-dose activity change, negative = inhibition, most hits filed as inhibitors; 580,000 tested, 1.1% active; also: potency is read from the fitted curve at half-maximal effect; % is scaled to controls: 0 for no effect and ±100 for the full control effect
Target sequence (P18054 whole entry, looked up): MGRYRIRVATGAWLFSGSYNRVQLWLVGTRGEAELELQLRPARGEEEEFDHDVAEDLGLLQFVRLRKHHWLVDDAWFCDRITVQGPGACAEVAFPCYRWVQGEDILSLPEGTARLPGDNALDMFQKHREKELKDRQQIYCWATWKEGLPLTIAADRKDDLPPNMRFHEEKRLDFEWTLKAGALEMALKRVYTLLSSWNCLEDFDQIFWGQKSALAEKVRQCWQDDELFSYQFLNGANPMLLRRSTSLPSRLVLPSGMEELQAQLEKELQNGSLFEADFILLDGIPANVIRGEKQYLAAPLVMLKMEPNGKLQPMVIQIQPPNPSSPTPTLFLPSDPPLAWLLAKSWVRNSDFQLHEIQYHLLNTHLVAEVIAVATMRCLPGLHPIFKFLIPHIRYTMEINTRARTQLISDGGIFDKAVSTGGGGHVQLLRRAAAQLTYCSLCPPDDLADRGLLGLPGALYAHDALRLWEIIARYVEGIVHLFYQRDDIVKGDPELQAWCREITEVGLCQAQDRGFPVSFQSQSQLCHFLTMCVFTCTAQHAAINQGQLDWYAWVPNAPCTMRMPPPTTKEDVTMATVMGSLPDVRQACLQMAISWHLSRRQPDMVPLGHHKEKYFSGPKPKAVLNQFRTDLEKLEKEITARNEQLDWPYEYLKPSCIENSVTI
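Hydroperoxide product was detected by ferrous iron/xylenol orange as the 573 to 405 nm absorbance ratio. Arachidonic acid at 40 uM (final) was turned over for 30 min at room temperature by 150 nM human 12hLO, pH 7.0 Hepes buffer, after 15 min compound preincubation.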
ERG-DNA inh: blocks human ERG Ets domain binding to DNA; P11308; fluorescence polarization, His-ERG Ets domain / labelled DNA; Potency, µM (titrated, usually from 76.9 µM), for the others: top-dose FP activity, negative = inhibition, hits mostly inhibitors; 370,000 tested, 0.028% active; AID 624246; active = well fitted inhibition curve with a large enough effect in the polarisation, with a control signal flat; inconclusive = small, poorly fitted or top-dose-only effect, or effect the other way, or a change in a side signal; inactive = no such curve, though single readings can be large or run the other way; the % refers to the polarisation;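 also: polarization taken with two DNA probes labelled with fluorescein and Texas red; potency is read from the fitted curve at half-maximal effect; % of control where 0% means no effect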
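His-tagged ERG Ets domain (1 uM in the protein solution; 300mM KCl, 50mM Tris-HCl, 1mM EDTA, 1mM DTT, pH 7.5) received compound, then a probe mix of 5 nM fluorescein-DNA and 100nM Texas-615-DNA. Fluorescence polarization was read for both dyes.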
G9a inh: G9a (human) methyltransferase inhibition; Q96KQ7; G9a H3K9 monomethylation, AlphaScreen, 2 h; Potency, µM (titrated, usually from 102 µM), for the others: at the top dose activity, negative = inhibition, hits mostly inhibitors; 350,000 tested, 8.8% active; also: potency is read from the fitted curve at half-maximal effect; % is scaled to controls: 0 for no effect and ±100 for the full control effect; nearly all actives have a fitted effect of over 75% in size
Target sequence (Q96KQ7 913-1193 limits assumed): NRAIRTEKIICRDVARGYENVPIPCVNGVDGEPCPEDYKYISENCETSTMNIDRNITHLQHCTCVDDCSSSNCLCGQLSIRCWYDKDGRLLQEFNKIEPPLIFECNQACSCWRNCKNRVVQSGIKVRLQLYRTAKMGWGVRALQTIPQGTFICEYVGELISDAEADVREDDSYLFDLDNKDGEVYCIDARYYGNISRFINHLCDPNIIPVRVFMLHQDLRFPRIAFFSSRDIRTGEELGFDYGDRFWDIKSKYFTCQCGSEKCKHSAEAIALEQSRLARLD
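Methyltransferase reactions run at room temperature for 2 h (20 nM enzyme, 500 nM biotin-H3K9 peptide, 20 uM SAM) after a 15 min compound preincubation; product detected by AlphaScreen beads and anti-H3K9me1 antibody.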
PI4K2A block: PI4K2A (human) kinase inhibition; Q9BTU6; purified PI4K2A, ADP-Glo luminescence, 1 h; stronger effect = lower value; activity change, negative = inhibition, % at 76.9 µM; 420,000 tested, 0.13% active; AID 1346378; in the data active = activity change below about -50%; inconclusive = mostly about -30% to -49%;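 also: -100% = wells without enzyme as full effect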
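Compounds are screened against recombinant PI4K2A using PI as substrate and ATP, the latter dispensed at 300 microM. Reactions run one hour at ambient temperature before ADP-Glo detection; full inhibition defined by wells lacking enzyme.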
RGS4 inh: blocks human RGS4-accelerated GTP hydrolysis. Transcreener GDP fluorescence polarization, RGS4-accelerated GTP hydrolysis. 390,000 tested, 0.039% active. Potency, µM (highest dose often 114 µM), inactives show at the top dose activity change, negative = inhibition, usual class: inhibitors. P49798; also: potency is read from the fitted curve at half-maximal effect; % is scaled to controls: 0 for no effect and ±100 for the full control effect; nearly all actives have a fitted effect of over 75% in size; some results filed as inactive show a strong effect at the top dose
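MLSMR compounds (23 nl, pin-transferred) preincubated 10 min at room temperature with a 500nM (2x) first reagent, then RGS4 at 900nM (2x) plus Transcreener GDP mix added; fluorescence polarization (620/688 nm) read before and after 90 min at 30 °C.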
JMJD2A Tudor inh: inhibitors of human JMJD2A Tudor domain; AlphaScreen JMJD2A-Tudor / H3K4me3 peptide binding; AID 504339; 390,000 tested, 4.4% active; Potency, µM (highest dose often 114 µM), for inactives: at the top dose activity change, negative = inhibition, hits mostly inhibitors; O75164; also: potency is read from the fitted curve at half-maximal effect; % is scaled to controls: 0 for no effect and ±100 for the full control effect; nearly all actives have a fitted effect of over 50% in size
HP1b chromo inh: inhibitors of HP1-beta chromodomain binding to methylated histone tails | AlphaScreen HP1-beta / biotin-H3K9me3 peptide binding | 390,000 tested, 0.56% active | P83916 | Potency, µM (highest dose often 114 µM), inactives show at the highest dose activity change, negative = inhibition, most hits filed as inhibitors; also: potency is read from the fitted curve at half-maximal effect; nearly all actives have a fitted effect of over 70% in size; inactives centre near 23
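HP1-beta protein (50 nM final) preincubated 30 min at room temperature with biotinylated H3(1-18)K9me3 peptide (50 nM) in PBS pH 7.4, 0.01% Tween-20, then compound added for 30 min. AlphaScreen streptavidin donor/nickel chelate acceptor beads (10 ug/mL final), 30 min dark, luminescence read.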
GLS inh: blocks human kidney-isoform glutaminase activity. O94925. GLS enzymatic activity, qHTS titration. Potency, µM (doses to about 45.5 µM), for inactives: top-dose activity change, negative = inhibition, hits mostly inhibitors. 410,000 tested, 0.21% active; also: potency is read from the fitted curve at half-maximal effect; % is scaled to controls: 0 for no effect and ±100 for the full control effect
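Assay buffer: 45 mM KH2PO4 pH 8.2, 0.02% Tween-20. hKGA acts on L-glutamine (1 mM solution added); product glutamate is reported by an oxidase/peroxidase Amplex Red coupling, with fluorescence taken at baseline and 30 min.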
* = called active by the depositor; ? = inconclusive; · = no result given; & = joins results of further samples; [ ] = another dose, or the depositor's remark. Unless noted, calls follow the shape of the dose curve; as a rule, active = well fitted curve in the direction sought with a large enough effect; inconclusive = small, poorly fitted or top-dose-only effect, or another doubt; inactive = no such curve, though single readings can be large; an effect the other way counts as inactive or inconclusive.

Values run as follows: BAZ2B block	12-LOX inh	ERG-DNA inh	G9a inh	PI4K2A block	RGS4 inh	JMJD2A Tudor inh	HP1b chromo inh	GLS inh
> COc1ccc(OC(=O)c2cccc([N+](=O)[O-])c2)c(C(=O)/C=C/c2cccs2)c1
  ?	0%	-2%	?	40	23%	-32%	-23%	5%
> CCC(=O)NC(=S)Nc1ccccc1F
  -18%	?	2%	-15%[59 µM]	3	-4%[11.4 µM]	-10%[11.4 µM]	19%	-17%
> Cc1ccccc1CSc1nc2ccccc2c(=O)n1C
  84%[activator]	15%	-8%	30%[12.7 µM]	-1	2%	102%[activator]	137%[activator]	3%
> O=C(C1=C[C@@H](C2CC2)C[C@@H](OCc2ccc(CO)cc2)O1)N1CCOCC1
  -7%	-4%	-9%	4%[59 µM]	-2	-19%	-7%	39%	-2%
> COc1ccc(NC(=O)COCc2cc(-c3cccs3)on2)cc1
  5%	-24%	1%	-3%[59 µM]	2	19%	-8%	20%	-16%
> COc1ccc(N2CCN(C(=O)CN3CCN(C(c4ccccc4)c4ccccc4)CC3)CC2)cc1
  50µM*	-29%	-8%	?	2	-7%	25µM*	-73%	25%
> CCn1c(Cc2cccs2)nnc1SCC(=O)NC(C)(C)C
  2%	0%	-21%	-5%	-3	-35%	1%[57.1 µM]	54%[activator]	-7%
> O=C(Nc1ccc2c(c1)N(Cc1ccccc1)C(=O)c1ccccc1S2)NC1CC1
  -23%	0%	-2%	-40%[59 µM]	-1	13%	-27%	-3%	-23%
> O=C(CSc1nncn1-c1ccccc1F)NC1CC1
  ·	-4%	-1%	·	-5	-7%	-12%	14%[57 µM]	3%
> O=C(OCCN1CCOCC1)c1ccccc1Cl
  ·	?	4%	·	4	-5%	-7%	56%[activator]	-14%
> CCc1noc(C)c1C(=O)N1CCN(S(=O)(=O)c2ccc(Cl)cc2)CC1
  6%	22%	-3%	0%[59 µM]	2	0%	-5%	37%	0%
> COc1ccc(CNC(=O)c2ccc3c(c2)N(Cc2ccccc2F)C(=O)c2ccccc2S3=O)cc1 (stereo unspecified)
  -7%	-2%	2%	?	-1	0%	-24%	7%	-6%
> O=C(NCCc1ccccc1)c1ccc(-c2ccc(F)cc2)o1
  ?	-22%	4%	-49%	0	20%	-30%	2%	-11%
> COc1cc(OC)c(NC(=O)N2CCc3c([nH]c4ccccc34)C2c2ccccc2F)cc1Cl (stereo unspecified)
  -38%	-16%	-1%	?	0	5%	?	13%	14%
> Cc1ccc(C(=O)N/N=C/c2cccc(OC(=O)/C=C/c3ccco3)c2)cn1
  50µM*	-8%	13%	45µM*	3	?	-4%[11.4 µM]	?	13%
> CN(C(=O)COC(=O)c1ccc2c(=O)n3c(nc2c1)CCC3)C1CCS(=O)(=O)C1 (stereo unspecified)
  -1%	-15%	7%	9%	-7	17%	2%	26%	2%
> CCc1ccccc1NC(=O)c1ccc2c(SCC(=O)O)c3c(nc2c1)CCC3
  -19%	-5%	6%	-17%[59 µM]	-3	13%	-25%	1%	-7%
> CN1CN(C)c2ccc([N+](=O)[O-])c3cccc1c23
  -30%	-1%	3%	50µM*	-1	-12%	-28%	-26%	?
> COc1ccccc1N1CCN(C(=O)C(=O)N/N=C/c2cccc(O)c2)CC1
  -5%	-28%	-5%	-14%	1	-3%	-17%	13%	7%
> CCOc1ccccc1NC(=O)c1sc(-n2nc(C)c(CCC(C)C)c2C)nc1C
  2%	-4%	7%	?	-4	6%	-10%	50%[activator]	-2%
> CC(C)C(c1nnnn1C(C)(C)C)N1CCOCC1 (stereo unspecified)
  2%	9%	-1%	40µM*	-2	-2%	40µM*	16%	-1%
> O=C(NCc1ccco1)c1ccc(CS(=O)Cc2cccc(Cl)c2)o1 (stereo unspecified)
  -22%	6%	1%	10%	-13	-15%	-2%	33%	-16%
> Cc1ccc(S(=O)(=O)NCCN2CCOCC2)cc1
  2%	42%[activator]	3%	?	-2	-18%[11.4 µM]	-28%[57.1 µM]	-3%	-10%
> O=C(CSc1nccn(-c2ccc3c(c2)OCCO3)c1=O)Nc1ccccc1
  -2%	-4%	-8%	19%[0.501 µM]	-9	-31%	-24%	14%	14%
> CCOc1ccc(NS(=O)(=O)c2ccc3[nH]c(=O)[nH]c3c2)cc1
  -17%	1%	-10%	·	-3	-6%	-35%	8%	8%
> O=C(Cn1ncc2c3ccccc3n(Cc3ccc(F)cc3)c2c1=O)N1CCN(c2ncccn2)CC1
  -32%	2%	-4%	-3%[59 µM]	5	4%	-20%	15%	0%
> O=C(Nc1ccccc1)C1=C[C@H](C2CCCCC2)C[C@H](OCc2ccc(CO)cc2)O1
  -18%	0%	14%	?	0	-4%	-21%	13%	-3%
> C/C(N)=C(/C#N)C(=O)CSc1cc(C)c2cc(C)cc(C)c2n1
  -14%	?	5%	9%	-4	-33%	-29%	52%[activator]	2%
> COc1ccc(C(=O)C2CCCN(Cc3ccc4nonc4c3)C2)cc1F (stereo unspecified)
  0%	54%[activator]	-1%	7%	3	14%	-11%	42%[activator]	0%
> O=C(CCc1ccccc1)NCCC1=CCCCC1
  -3%	-6%	·	1%[59 µM]	-4	-6%	-24%	1%	-2%
> COc1cccc(C2C3=C(CCCC3=O)Nc3nc(-c4cc(OC)c(OC)c(OC)c4)nn32)c1 (stereo unspecified)
  -35%	5%	2%	2%	-4	9%	-18%	22%	14%
> Cc1ccc2occ(/C=C/C(=O)O)c(=O)c2c1
  -6%	11%	-10%	-4%	-27	-9%[11.4 µM]	4%[57.1 µM]	35%	-16%
> CCCn1c(CCl)nc2cc(S(=O)(=O)N3CCOCC3)ccc21
  ·	-17%	0%	·	0	-5%	1%	10%[57 µM]	2%
> Cc1ccc(NCCC(=O)c2cccs2)cc1C
  ?	-11%	-12%	32µM*	0	-14%	56µM*	?	1%
> CCCC1CC(C)(C(=O)Cn2[nH]c(=O)ccc2=O)OC1=O (stereo unspecified)
  2%	-12%	-19%	-6%[12.7 µM]	2	-33%	7%	53%[activator]	3%
> Cc1ccc(SCC(=O)N2c3ccccc3Sc3ccccc32)cc1
  7%	7%	-15%	26%[12.7 µM]	4	6%	15%	79%[activator]	-1%
> O=C(CC(C(=O)O)c1cccc(Cl)c1)c1ccccc1 (stereo unspecified)
  5%	5%	11%	12%	-2	-21%	-1%	40%[activator]	-1%
> Cc1cc(C(=O)N2CCN(C(c3ccccc3)c3ccccc3)CC2)no1
  1%	-2%	4%	?	1	-24%	-19%	41%[activator]	6%
> Cn1cccc1C(=O)OCC(=O)N1CCc2ccccc21
  ·	-28%	-4%	·	0	1%	0%	47%[activator]	0%
> Cc1ccc(CNC(=O)CN(c2ccc(C)cc2)S(=O)(=O)c2c(C)nn(C)c2C)cc1
  1%	1%&0%	21%&-3%	-15%	-5&1	?	-7%&1%	32%&43%	0%&4%

3 records picked at random from those above, as already listed:
Values run as follows: BAZ2B block	12-LOX inh	ERG-DNA inh	G9a inh	PI4K2A block	RGS4 inh	JMJD2A Tudor inh	HP1b chromo inh	GLS inh
> Cc1cc(C(=O)N2CCN(C(c3ccccc3)c3ccccc3)CC2)no1
  1%	-2%	4%	?	1	-24%	-19%	41%[activator]	6%
> CCCC1CC(C)(C(=O)Cn2[nH]c(=O)ccc2=O)OC1=O (stereo unspecified)
  2%	-12%	-19%	-6%[12.7 µM]	2	-33%	7%	53%[activator]	3%
> Cc1ccc(NCCC(=O)c2cccs2)cc1C
  ?	-11%	-12%	32µM*	0	-14%	56µM*	?	1%

(next part)
Values run as follows: BAZ2B block	12-LOX inh	ERG-DNA inh	G9a inh	PI4K2A block	RGS4 inh	JMJD2A Tudor inh	HP1b chromo inh	GLS inh
> COC(=O)c1cc(NC(=O)C2(S(=O)(=O)c3ccc(C)cc3)CC2)cc(C(=O)OC)c1
  -3%	13%	·	-3%[59 µM]	1	0%	-12%	7%	8%
> Oc1cccc2c(-c3nn[nH]n3)ccnc12
  3.2µM*	?	·	13%[12.7 µM]	?	15%	13µM*	36%	4%
> COC(=O)c1scc(-c2ccccc2)c1S(=O)(=O)Nc1ccccc1
  5%	-1%	1%	-8%[59 µM]	2	5%	-5%	39%[activator]	5%
> N#Cc1c2ccc(OCC(=O)NCc3ccco3)cc2n2ccccc12
  -20%	?	14%	20%[2.33 µM]	-1	-26%	-10%	28%	-19%
> CC(/C=N/NC(=O)Cn1cnc2ccccc21)=C\c1ccccc1
  -24%	0%	-1%	9%	-1	-1%[11.4 µM]	-13%	41%[activator]	5%

One compound at a time, from the list above. Values in the order: BAZ2B block	12-LOX inh	ERG-DNA inh	G9a inh	PI4K2A block	RGS4 inh	JMJD2A Tudor inh	HP1b chromo inh	GLS inh
Oc1cccc2c(-c3nn[nH]n3)ccnc12 reads 3.2µM*	?	·	13%[12.7 µM]	?	15%	13µM*	36%	4%
COC(=O)c1cc(NC(=O)C2(S(=O)(=O)c3ccc(C)cc3)CC2)cc(C(=O)OC)c1 reads -3%	13%	·	-3%[59 µM]	1	0%	-12%	7%	8%

Screens deposited in PubChem by National Center for Advancing Translational Sciences (NCATS).

These rows are one share of the data, so the mix of outcomes need not match the whole.
